IDH1 mut inh: inhibitors of human IDH1 R132H. O75874. IDH1 R132H reductase, diaphorase/resazurin fluorescence, 60 min. inhibition, % at 10 µM. actives 0.18% (n = 70,000); in the data active means inhibition above about 34%;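 further: 0% = DMSO and 100% = no enzyme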
Target sequence (O75874 whole entry R132H): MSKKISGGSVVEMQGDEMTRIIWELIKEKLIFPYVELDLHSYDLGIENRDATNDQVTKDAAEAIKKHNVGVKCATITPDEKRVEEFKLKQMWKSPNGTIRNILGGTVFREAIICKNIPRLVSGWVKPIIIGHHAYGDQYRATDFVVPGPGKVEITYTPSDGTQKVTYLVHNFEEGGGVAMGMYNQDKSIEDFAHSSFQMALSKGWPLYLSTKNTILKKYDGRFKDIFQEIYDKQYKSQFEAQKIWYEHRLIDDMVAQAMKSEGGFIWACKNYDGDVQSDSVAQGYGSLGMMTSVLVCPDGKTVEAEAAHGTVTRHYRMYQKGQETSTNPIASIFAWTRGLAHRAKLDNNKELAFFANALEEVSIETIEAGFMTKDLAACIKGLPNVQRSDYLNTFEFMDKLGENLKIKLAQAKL
EZH2 inh: blocks human EZH2/PRC2 H3K27 methylation; DELFIA TRF, 1 h; Q15910; actives 0.35% (n = 57,000); inhibition, % at 12.5 µM; AID 651548;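 active means mean inhibition of replicates at least 50% and every single replicate also reaching 50%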;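 further: dimethyl H3K27 on biotinylated H3 21-44 peptide detected by antibody; plate controls were median neutral control wells for no effect and median positive control wells for full effect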
* = called active by the depositor; / = no result given; & = joins results of further samples. Not all compounds are listed, so the mix of outcomes need not match the whole.

SMILES | IDH1 mut inh | EZH2 inh
CS(=O)(=O)Nc1ccc2c(c1)[C@@H]1C[C@@H](CC(=O)NCCc3ccccc3)O[C@@H](CO)[C@@H]1O2 | -1.0 | 2
C[C@H]1CN([C@@H](C)CO)C(=O)Cc2cc(NC(=O)CCN3CCOCC3)ccc2O[C@@H]1CN(C)Cc1ccc(C(F)(F)F)cc1 | -3.5 | 1
O=C(CSc1ncccn1)Nc1cccc2ccccc12 | -0.7 | -4
CCCNC(=O)N(C)C[C@@H]1Oc2ncc(Br)cc2C(=O)N([C@H](C)CO)C[C@@H]1C | -0.5 | -2&5
COCC#Cc1cnc2c(c1)C(=O)N([C@@H](C)CO)C[C@@H](C)[C@H](CN(C)C)O2 | -0.1 | 4
COc1ccccc1CN1C(=O)c2ccccc2[C@](Cc2ccccc2I)(C(=O)NCCN2CCOCC2)[C@@H]1c1ccc(CO)cc1 | -0.9 | -8
Cc1noc(C)c1NC(=O)N(C)C[C@@H]1Oc2c(NC(=O)c3cnccn3)cccc2C(=O)N([C@H](C)CO)C[C@@H]1C | 0.7 | /
C[C@@H]1CN([C@@H](C)CO)C(=O)Cc2cc(NS(=O)(=O)c3ccccc3)ccc2O[C@@H]1CN(C)Cc1ccc(C(F)(F)F)cc1 | 1.8 | /
CC(C)NC(=O)Nc1ccc2c(c1)C(=O)N([C@@H](C)CO)C[C@@H](C)[C@H](CN(C)C(=O)c1ccncc1)OCCCC[C@@H](C)O2 | 3.3 | -21
CO[C@H](CN(C)C(=O)c1ccccc1F)[C@@H](C)CN([C@@H](C)CO)S(=O)(=O)c1ccccc1 | 0.0 | -9
O=C(C[C@H]1C[C@H]2c3cc(NC(=O)C4CCOCC4)ccc3O[C@H]2[C@@H](CO)O1)NCc1ccc(Cl)cc1 | -0.2 | -11
Cc1ccc(S(=O)(=O)N(C)C[C@@H]2Oc3ccc(NC(=O)Nc4ccc(F)cc4)cc3C(=O)N([C@H](C)CO)C[C@@H]2C)cc1 | 3.0 | -2
C[C@H]1CN([C@@H](C)CO)C(=O)c2cc(C#CCN(C)C)cnc2O[C@@H]1CN(C)C(=O)c1cccc(F)c1 | 0.1 | /
O=C(Nc1ccc(Cl)c(Cl)c1)N[C@@H]1CC[C@@H](CCNC(=O)c2ccc(F)cc2)O[C@H]1CO | 0.1 | 1
CO[C@@H]1CN(C)C(=O)c2cc(NC(=O)c3ccc(F)cc3)ccc2OC[C@H](C)N(C(=O)CC2CC2)C[C@H]1C | -0.1 | 1
CC(C)(C)OC(=O)N1CCC[C@H]1/C=N/NC(=O)CCCCCC(=O)O | / | 9
COc1ccc(C(NC(=O)c2ccccc2)c2ccc3cccnc3c2O)c(OC)c1 (stereo unspecified) | 0.7 | 5
C[C@@H]1CCCCO[C@@H](CN(C)S(=O)(=O)c2ccccc2)[C@H](C)CN([C@H](C)CO)C(=O)c2cc(NC(=O)CCCN(C)C)ccc2O1 | -1.4 | /
C[C@@H]1CN([C@H](C)CO)C(=O)c2cc(NS(C)(=O)=O)ccc2O[C@H]1CN(C)Cc1ccc2c(c1)OCO2 | 2.3 | -4
C[C@H](CO)N1C[C@H](C)[C@@H](CN(C)C(=O)CN2CCOCC2)Oc2ncc(-c3cncnc3)cc2C1=O | -1.5 | 9&7
CCCNC(=O)Nc1ccc2c(c1)C(=O)N(C)C[C@H](OC)[C@@H](C)CN(C)[C@@H](C)CO2 | 0.1 | 11
C/C=C/c1cnc2c(c1)C(=O)N([C@H](C)CO)C[C@H](C)[C@H](CN(C)Cc1cccc(C(=O)O)c1)O2 | 0.0 | 4
CCCN(C)C[C@@H]1OCCCC[C@@H](C)Oc2ccc(NC(=O)CCC(F)(F)F)cc2C(=O)N([C@H](C)CO)C[C@@H]1C | / | 8
CC(C)OC(=O)N(C)C[C@@H]1OCc2cnnn2CCCC(=O)N([C@H](C)CO)C[C@H]1C | -8.6 | 6
C[C@H](CO)N1C[C@H](C)[C@@H](CN(C)Cc2ccc3c(c2)OCO3)Oc2c(NS(=O)(=O)c3cn(C)cn3)cccc2C1=O | 0.4 | /

Next section:
SMILES | IDH1 mut inh | EZH2 inh
C[C@H](CO)N1C[C@H](C)[C@@H](CN(C)S(C)(=O)=O)Oc2ccc(NC(=O)CCC(F)(F)F)cc2CC1=O | 0.4 | -4
CO[C@@H]1CN(C)C(=O)c2cc(NC(=O)Nc3cccc(F)c3)ccc2OC[C@@H](C)N(C(=O)Nc2cccc(F)c2)C[C@H]1C | 0.5 | -21
CN1CC[C@]23c4ccccc4N[C@H]1[C@]21CCN(C)[C@H]3Nc2ccccc21 | 0.2 | -5
Cc1ccc(C(=O)CSc2nnc(N)s2)c(C)c1 | -0.4 | 2
CCOC(=O)c1ccccc1NC(=O)COc1ccc(C)cc1C(C)(C)C | -0.1 | 34
COc1ccc(CN(C)C[C@@H]2Oc3ccc(N(C)C)cc3CC(=O)N([C@H](C)CO)C[C@H]2C)cc1 | -0.4 | 2
O=C(N[C@@H]1CC[C@H](CCn2cc(-c3ccccc3)nn2)O[C@H]1CO)c1cnccn1 | 0.1 | -7
CCCNC(=O)N(C)C[C@@H]1Oc2ncc(C#C[C@H](C)O)cc2C(=O)N([C@@H](C)CO)C[C@H]1C | / | -21
C[C@@H]1CN([C@@H](C)CO)S(=O)(=O)c2ccc(C3=CCCC3)cc2O[C@@H]1CN(C)C(=O)c1ccc(F)cc1 | / | -4
CC(C)CC#Cc1cnc2c(c1)C(=O)N([C@@H](C)CO)C[C@@H](C)[C@H](CN(C)C(=O)Nc1ccccc1F)O2 | -0.5 | -11
Cc1noc(C)c1S(=O)(=O)Nc1ccc2c(c1)CC(=O)N([C@H](C)CO)C[C@@H](C)[C@H](CN(C)S(=O)(=O)c1ccc(F)cc1)O2 | -0.2 | /
CCCN1C[C@H](C)[C@@H](OC)CN(C)C(=O)c2cc(NC(=O)c3ccc(F)cc3)ccc2OC[C@@H]1C | 0.1 | -9
Cc1cc(C)c(S(=O)(=O)N(C)CC(=O)Nc2ccc3c(c2)OCCO3)c(C)c1 | -0.5 | 11
CCCCCC(O)c1cccc(OCc2ccc3ccccc3n2)c1 (stereo unspecified) | -3.0 | /
C[C@@H]1CN([C@H](C)CO)C(=O)c2cc(C#CCC3CCCC3)cnc2O[C@H]1CN(C)S(=O)(=O)c1cccs1 | 1.9 | 15
C[C@@H]1CN([C@H](C)CO)C(=O)c2cccc(NS(=O)(=O)c3cn(C)cn3)c2O[C@H]1CN(C)Cc1ccc(C(F)(F)F)cc1 | -0.9 | 15
CCc1c(O)nc(SCC(=O)N(c2ccccc2)c2ccccc2)[nH]c1=O | 0.1 | /
COc1ccc(S(=O)(=O)N(C)C[C@@H]2OCCCC[C@@H](C)Oc3ccc(N(C)C)cc3C(=O)N([C@H](C)CO)C[C@@H]2C)cc1 | / | -4
Cc1ccc(NC(=O)Cn2cnc3sc(C(=O)Nc4ccccc4)c(C)c3c2=O)cc1 | 1.8 | 5
COc1ccc(NC(=O)N(C)C[C@@H]2Oc3ccc(NC(=O)Nc4c(C)noc4C)cc3CC(=O)N([C@H](C)CO)C[C@H]2C)cc1 | 1.2 | /
C[C@H](CO)N1C[C@H](C)[C@H](CN(C)Cc2ccccn2)Oc2ncc(C3=CCCC3)cc2C1=O | 1.4 | -1
C[C@H]1CN([C@@H](C)CO)C(=O)c2cc(NC(=O)NC3CCCCC3)ccc2O[C@@H]1CN(C)S(=O)(=O)c1ccccc1 | 0.6 | /
CC(C)NC(=O)N(C)C[C@H]1Oc2ccc(NC(=O)NC3CCCCC3)cc2CC(=O)N([C@@H](C)CO)C[C@H]1C | 4.5 | /
C[C@H](CO)N1C[C@H](C)[C@@H](CN(C)C(=O)Nc2ccc3c(c2)OCO3)Oc2ccc(NC(=O)CCN3CCOCC3)cc2CC1=O | 0.6 | /
C[C@H](NC(=O)C[C@@H]1CC[C@H](NC(=O)C2CC2)[C@@H](CO)O1)c1ccccc1 | 4.4 | -1

3 entries already listed, arranged by molar mass, low to high:
SMILES | IDH1 mut inh | EZH2 inh
CCCCCC(O)c1cccc(OCc2ccc3ccccc3n2)c1 (stereo unspecified) | -3.0 | /
CCc1c(O)nc(SCC(=O)N(c2ccccc2)c2ccccc2)[nH]c1=O | 0.1 | /
Cc1noc(C)c1S(=O)(=O)Nc1ccc2c(c1)CC(=O)N([C@H](C)CO)C[C@@H](C)[C@H](CN(C)S(=O)(=O)c1ccc(F)cc1)O2 | -0.2 | /

More entries
SMILES | IDH1 mut inh | EZH2 inh
C[C@@H]1CN([C@@H](C)CO)C(=O)c2c(c3ccccc3n2C)-c2ccccc2CO[C@@H]1CN(C)C(=O)Nc1ccccc1 | / | -24
CO[C@@H]1CN(C)C(=O)c2ccc(NC(=O)C3CCOCC3)cc2OC[C@@H](C)N(C(=O)Nc2ccc(C(F)(F)F)cc2)C[C@H]1C | 0.3 | -6
CO[C@H]1CN(C)C(=O)c2cc(NS(=O)(=O)c3cn(C)cn3)ccc2OC[C@@H](C)N(C)C[C@@H]1C | / | 1
C[C@H]1CN([C@@H](C)CO)S(=O)(=O)c2ccc(Br)cc2O[C@@H]1CN(C)Cc1ccccc1 | -7.2&2.2 | 27
Cc1ccc(S(=O)(=O)N(C)C[C@@H]2OCCCC[C@@H](C)Oc3ccc(NC(=O)Nc4ccc(C(F)(F)F)cc4)cc3C(=O)N([C@@H](C)CO)C[C@H]2C)cc1 | 0.8 | /
C[C@@H]1CN([C@@H](C)CO)C(=O)c2cccc(NC(=O)Nc3ccccc3)c2O[C@H]1CN(C)S(=O)(=O)c1cccs1 | 2.3 | /
COc1ccc(S(=O)(=O)Nc2cccc3c2O[C@H](CN(C)Cc2ccc(Cl)c(Cl)c2)[C@@H](C)CN([C@H](C)CO)C3=O)cc1 | 1.8 | /
C[C@@H]1CN([C@H](C)CO)C(=O)c2cc(-c3cccnc3)cnc2O[C@@H]1CN(C)C(=O)Nc1ccccc1 | 0.5 | 2
COc1ccc(NC(=O)N(C)C[C@H]2Oc3ncc(Br)cc3C(=O)N([C@H](C)CO)C[C@@H]2C)cc1 | / | -17
CO[C@@H](CN(C)C(=O)c1ccc2c(c1)OCO2)[C@H](C)CN([C@@H](C)CO)S(=O)(=O)c1ccc(Cl)cc1 | 0.0 | 6
COc1ccc(NC(=O)N(C)C[C@@H]2Oc3c(NC(=O)NC4CCCCC4)cccc3C(=O)N([C@H](C)CO)C[C@@H]2C)cc1 | / | -10
O=C(O)C1CCCCC1C(=O)Nc1ccc(C(=O)N2CCCCC2)c(Cl)c1 (stereo unspecified) | 1.9 | -12
CC(C)NC(=O)NCC[C@@H]1CC[C@H](NC(=O)CN(C)C)[C@H](CO)O1 | 0.2 | 6
Cc1noc(C)c1NC(=O)N(C)C[C@@H]1Oc2ccc(NC(=O)Nc3cccc4ccccc34)cc2C(=O)N([C@H](C)CO)C[C@@H]1C | -5.4 | /
CC(C)(C)c1ccc(OCc2nnc(Sc3ccc([N+](=O)[O-])cn3)n2-c2ccccc2)cc1 | -0.1 | 2
COc1ccc(S(=O)(=O)N(C)C[C@H]2Oc3c(NC(=O)C4CCOCC4)cccc3C(=O)N([C@@H](C)CO)C[C@@H]2C)cc1 | -1.0 | /
CC1=C(C/C=N/NC(=O)c2ccccn2)C(C)(C)CCC1 | 0.2 | -1
C[C@H]1CN([C@@H](C)CO)C(=O)c2cccc(N(C)C)c2O[C@@H]1CN(C)C(=O)Nc1ccc2c(c1)OCO2 | 0.5 | 6
CN(C)c1ccc2c(c1)[C@@H]1C[C@@H](CC(=O)NCCN3CCCCC3)O[C@H](CO)[C@@H]1O2 | -1.4 | 7
COc1cccc(NC(=O)C(C)N(c2ccc(C)c(C)c2)S(C)(=O)=O)c1 (stereo unspecified) | 0.3 | -9
CCCC(O)C#Cc1cnc2c(c1)C(=O)N([C@H](C)CO)C[C@H](C)[C@H](CN(C)C(=O)Nc1ccc3c(c1)OCO3)O2 (stereo partly specified) | -1.1 | 3
CC(C)NC(=O)N(C)C[C@H]1OCCCC[C@H](C)Oc2ccc(NS(=O)(=O)c3ccccc3)cc2C(=O)N([C@@H](C)CO)C[C@@H]1C | 2.7 | /
CCOC(=O)c1nnc2c(Br)c(C)nn2c1C | -0.1 | -5
C=C(C)C1CCC2(C(=O)O)CCC3(C)C(CCC4C5(C)C(C=O)C(O)C(C)(C)C5CCC43C)C12 (stereo unspecified) | 2.9 | 11
O=C(C[C@@H]1CC[C@@H](NC(=O)CN2CCOCC2)[C@@H](CO)O1)NC1CCCCC1 | 0.4 | 4
C[C@H]1CN([C@@H](C)CO)C(=O)Cc2cc(NS(=O)(=O)c3ccccc3)ccc2O[C@H]1CN(C)C(=O)Nc1ccc(F)cc1 | -0.1 | /
Cc1ccc(S(=O)(=O)N(C)C[C@@H]2Oc3c(NC(=O)NC4CCCCC4)cccc3C(=O)N([C@H](C)CO)C[C@H]2C)cc1 | / | -15
C[C@@H]1CN([C@H](C)CO)C(=O)CCCn2nncc2CO[C@@H]1CN(C)Cc1cccnc1 | / | -2
O=C(C[C@H]1C[C@@H]2c3cc(NS(=O)(=O)c4ccc(F)cc4)ccc3O[C@@H]2[C@H](CO)O1)NCc1ccccc1 | 0.1 | -12

Compounds listed so far containing a Cl atom, in the order listed:
SMILES | IDH1 mut inh | EZH2 inh
O=C(C[C@H]1C[C@H]2c3cc(NC(=O)C4CCOCC4)ccc3O[C@H]2[C@@H](CO)O1)NCc1ccc(Cl)cc1 | -0.2 | -11
O=C(Nc1ccc(Cl)c(Cl)c1)N[C@@H]1CC[C@@H](CCNC(=O)c2ccc(F)cc2)O[C@H]1CO | 0.1 | 1
COc1ccc(S(=O)(=O)Nc2cccc3c2O[C@H](CN(C)Cc2ccc(Cl)c(Cl)c2)[C@@H](C)CN([C@H](C)CO)C3=O)cc1 | 1.8 | /
CO[C@@H](CN(C)C(=O)c1ccc2c(c1)OCO2)[C@H](C)CN([C@@H](C)CO)S(=O)(=O)c1ccc(Cl)cc1 | 0.0 | 6
O=C(O)C1CCCCC1C(=O)Nc1ccc(C(=O)N2CCCCC2)c(Cl)c1 (stereo unspecified) | 1.9 | -12

Bioassay records: PubChem BioAssay, Broad Institute
